High-throughput results deposited in PubChem BioAssay by The Scripps Research Institute Molecular Screening Center.
GSTO1 inh: blocks human GSTO1 in RBBP9 counter-screen. P78417. recombinant GSTO1, activity-based probe fluorescence polarization. inhibition, % at 5.96 µM. hit rate 1.1% among 300,000;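 active means inhibition above the campaign mean inhibition plus 3 SD, cut at about 35% in these data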;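 further: 0% = GSTO1-1 with DMSO and 100% = wells lacking GSTO1-1 enzyme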
Target sequence (P78417 whole entry, looked up): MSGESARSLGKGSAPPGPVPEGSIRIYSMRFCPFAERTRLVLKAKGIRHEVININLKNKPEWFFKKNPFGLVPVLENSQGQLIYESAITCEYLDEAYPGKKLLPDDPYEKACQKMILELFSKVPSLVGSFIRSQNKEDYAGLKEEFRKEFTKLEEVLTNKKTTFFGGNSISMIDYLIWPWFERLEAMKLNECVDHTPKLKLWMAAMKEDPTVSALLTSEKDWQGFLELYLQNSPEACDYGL
PAFAH1B2 FP inh: PAFAH1B2 (human) inhibition. recombinant PAFAH1B2, FP-rhodamine activity probe, fluorescence polarization. AID 492953. inhibition, % at 3.39 µM. hit rate 1.2% among 340,000. P68402;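 active means inhibition above the mean of all tested compounds plus 3 SD, cut at about 24% in these data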;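 further: 0% = enzyme with DMSO and 100% = wells lacking PAFAH1B2; many of its hits are not listed in these tables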
Target sequence (P68402 whole entry, looked up): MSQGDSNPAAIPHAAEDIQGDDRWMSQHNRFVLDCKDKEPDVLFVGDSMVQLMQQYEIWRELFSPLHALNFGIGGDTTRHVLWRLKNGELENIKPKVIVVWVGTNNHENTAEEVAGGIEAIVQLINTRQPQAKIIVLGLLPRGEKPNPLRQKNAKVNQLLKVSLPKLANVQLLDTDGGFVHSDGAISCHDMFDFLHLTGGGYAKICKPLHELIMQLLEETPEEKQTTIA
PAD4 inh: blocks human protein arginine deiminase 4. hit rate 0.41% among 330,000. recombinant PAD4, RCA probe fluorescence polarization. inhibition, % at 6.36 µM;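 active means percent inhibition above a cutoff equal to the mean of all tested compounds plus 3 SD, cut at about 15% in these data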;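 further: 0% = PAD4 with RCA probe and DMSO and 100% = probe without PAD4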
PAFAH1B3 inh: PAFAH1B3 (human) inhibition; Q15102; recombinant PAFAH1B3, FP-rhodamine probe, fluorescence polarization; inhibition, % at 3.39 µM; hit rate 0.28% among 340,000;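 active means inhibition above the screen-wide average of all tested compounds plus 3 SD, cut at about 25% in these data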;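 further: 0% = enzyme with DMSO only and 100% = wells lacking PAFAH1B3 protein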
Target sequence (Q15102 whole entry, looked up): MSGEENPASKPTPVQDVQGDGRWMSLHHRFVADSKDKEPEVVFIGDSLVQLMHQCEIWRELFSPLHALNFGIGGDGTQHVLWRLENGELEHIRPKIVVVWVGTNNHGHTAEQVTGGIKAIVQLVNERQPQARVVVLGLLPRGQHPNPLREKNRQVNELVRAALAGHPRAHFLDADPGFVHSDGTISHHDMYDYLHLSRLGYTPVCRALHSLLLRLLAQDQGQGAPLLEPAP
PREPL inhibitor: inhibitors of human prolyl oligopeptidase-like enzyme PREPL; inhibition, % at 5.96 µM; AID 2751; Q4J6C6; recombinant PREPL, fluorescence polarization activity-based probe; hit rate 0.68% among 320,000; in the data active means inhibition above about 43%;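 further: 0% = enzyme with DMSO and 100% = wells lacking enzyme; many of its hits are not listed in these tables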
pPAFAH FP inh: pPAFAH (human) enzyme inhibition. Q13093. inhibition, % at 3.39 µM. hit rate 1.5% among 330,000. recombinant pPAFAH, FP-rhodamine probe fluorescence polarization;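 active means inhibition above the mean inhibition across the screen plus 3 SD, cut at about 25% in these data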;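 further: inhibitors block binding of the rhodamine activity-based probe so polarization drops; 0% = enzyme with DMSO and 100% = wells lacking pPAFAH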
LYPLA2 inh: LYPLA2 (human) inhibition in PME1 counter-screen | hit rate 0.38% among 320,000 | recombinant LYPLA2, FP-Rh probe fluorescence polarization | AID 2177 | inhibition, % at 5.9 µM | O95372;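 active means inhibition above the screen-wide mean plus 3 SD, limit set per campaign, cut at about 26% in these data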;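 further: 0% = LYPLA2 with DMSO and 100% = wells lacking LYPLA2 enzyme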
Target sequence (O95372 whole entry, looked up): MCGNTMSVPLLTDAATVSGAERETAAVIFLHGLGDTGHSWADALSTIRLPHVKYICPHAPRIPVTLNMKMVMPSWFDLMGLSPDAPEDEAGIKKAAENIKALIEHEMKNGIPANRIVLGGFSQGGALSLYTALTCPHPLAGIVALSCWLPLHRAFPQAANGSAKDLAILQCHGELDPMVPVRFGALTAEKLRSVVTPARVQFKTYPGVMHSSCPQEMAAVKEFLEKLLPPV
LYPLA1 counter: LYPLA1 (human) inhibition in PME1 counter-screen | AID 2174 | hit rate 0.16% among 320,000 | inhibition, % at 5.9 µM | O75608 | recombinant LYPLA1, FP-Rh probe fluorescence polarization;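 active means inhibition above the mean of all tested compounds plus 3 SD, set per campaign, cut at about 14% in these data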;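 further: inhibitors block serine hydrolase probe labeling of LYPLA1 so polarization falls; 0% = enzyme with DMSO and 100% = wells lacking LYPLA1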
PAFAH2 FP inh: PAFAH2 (human) inhibition; recombinant PAFAH2, FP-rhodamine activity probe, fluorescence polarization; Q99487; hit rate 0.99% among 340,000; inhibition, % at 3.39 µM;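 active means inhibition above the mean over all tested compounds plus 3 SD, cut at about 30% in these data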;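 further: inhibitors block probe labeling of enzyme so polarization drops; 0% = enzyme with DMSO and 100% = wells lacking PAFAH2 protein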
* marks the source's active call; other numbers are inactive results; x = not tested or not shown; & = joins results of further samples. The list is partial; rates above refer to the full screens.

SMILES	GSTO1 inh	PAFAH1B2 FP inh	PAD4 inh	PAFAH1B3 inh	PREPL inhibitor	pPAFAH FP inh	LYPLA2 inh	LYPLA1 counter	PAFAH2 FP inh
C/C(=N/O)c1ccc2ccc3ccccc3c2c1	2	5	1	6	-28	2	23	-3	-8
CCN(CC)C(=O)c1ccc(NC(=O)c2c(C)noc2C)cc1	x	-5	-4	5	-1	1	0	0	5
O=C1NC(=O)[C@]2(Cc3ccccc3N3CCN(c4ccccc4)CC32)C(=O)N1c1ccccc1 (some centres undefined)	3	4	-2	3	18	28*	-1	-5	20
CC(=O)Nc1ccccc1C(=O)OCC(=O)c1ccccc1Cl	4	0	-6	0	-3	4	5	4	-9
Cc1ccc(-n2c(O)c(C=NCCN3CCNCC3)c(=O)[nH]c2=S)cc1	2	-1	-5	2	4	9	-4	0	-2
Nc1cccc(N=Cc2c(O)n(Cc3ccc(F)cc3)c(=O)[nH]c2=O)c1	-5	5	0	-1	37	2	-8	0	-2
COc1ccc(-n2c(O)c(C(C)=NC3CC3)c(=O)[nH]c2=O)cc1	0	5	-1	-1	13	5	1	-1	-2
COC(=O)C1=C(c2ccccc2OCc2ccccc2)C[C@@H]2CC[C@H]1N2C(=O)NCCCOC(C)C	x	-3	1	15	30	2	10	3	-4
COC(=O)c1ccccc1OP(=O)(c1cccc([N+](=O)[O-])c1)c1cccc([N+](=O)[O-])c1	-1	0	-3	3	2	8	4	-1	-7
C[C@]12CC[C@H](O)CC1=CCC1C2CC[C@@]2(C)C1CC[C@@H]2OCc1ccccc1 (some centres undefined)	x	3	-1	14	2	-1	x	x	-2
CCN1C(=O)N(CC)C(=O)C2(Cc3ccccc3N3CCN(c4ccccc4)CC32)C1=O (centres undefined)	3	x	0	x	4	-2	2	1	x
CCc1ccc(N2C(=O)NC(=O)/C(=C/c3ccsc3)C2=O)cc1	-2	x	-11	x	-5	6	-4	-2	x
COc1ccc(OC)c(-n2c(O)c(C=Nc3c(C)n(C)n(-c4ccccc4)c3=O)c(=O)[nH]c2=S)c1	1	x	-5	x	9	2	-4	-3	x
CCN(CC)S(=O)(=O)c1cc(NC(=O)C(C)N2CC=C(c3ccccc3)CC2)ccc1C (centres undefined)	-6	2	1	-1	15	0	-13	-6	-7
CN1/C(=C\C=C2C(=O)NC(=O)NC2=O)C(C)(C)c2ccccc21	-2	-2	-1	5	13	-2	-6	1	5
COc1ccc(CNCCc2ccc3c(c2)OCO3)c(OC)c1OC	4	5	-7	8	-6	-3	-6	0	0
CC(=O)c1c(C)[nH]c(C(=O)N2CCC3(CC2)OCCO3)c1C	-4	-1	-4	-2	4	-8	-4	-10	-9
COc1ccccc1N1CCN(Cc2ccc(Br)cc2)CC1	1	1	-3	4	31	6	4	3	-2
O=c1[nH]c(=S)n(-c2ccccc2)c(O)c1/C=N/N1CCOCC1	-2	-7	-16	7	-2	-3	-2	2	-8
CNC(=O)Oc1cccc(-c2cn3cc(OC(=O)NC)ccc3n2)c1	19	14	11	9	4	11	7	3	11
O=C(CF)NC(NC(=S)Nc1cccc([N+](=O)[O-])c1)C(Cl)(Cl)Cl (centres undefined)	0	-1	-5	8	-5	9	4	-3	3
CNC(C)(C)Cc1ccccc1	7	3	0	10	1	4	0	0	-4
Cc1nc2cc(F)ccc2n1C1CCN(Cc2nnnn2CCc2ccccc2)CC1	-8	8	-5	4	-8	-1	3	-4	11
Fc1ccccc1CNCCc1ccc2c(c1)OCO2	2	0	2	1	4	5	6	3	-17
Cc1ccc(NC(=O)c2snnc2C)cc1Cl	1	-4	-4	6	-5	3	2	-2	-8

The closing two records of the section above lead into the next.
SMILES	GSTO1 inh	PAFAH1B2 FP inh	PAD4 inh	PAFAH1B3 inh	PREPL inhibitor	pPAFAH FP inh	LYPLA2 inh	LYPLA1 counter	PAFAH2 FP inh
Fc1ccccc1CNCCc1ccc2c(c1)OCO2	2	0	2	1	4	5	6	3	-17
Cc1ccc(NC(=O)c2snnc2C)cc1Cl	1	-4	-4	6	-5	3	2	-2	-8
CCN1C(=O)C(=Cc2ccc(N3CCOCC3)o2)C(=O)N(CC)C1=S	2	-6	-3	-20	-14	-4	-13	-4	-29
COC(=O)c1cncn1C(C)c1ccccc1 (centres undefined)	-11	-2	-1	6	-16	5	-2	1	1
CCC(=O)Nc1cc(C(=O)N2CCC3(CC2)OCCO3)ccc1S(=O)(=O)c1ccc(C)cc1	2	-1	-4	9	-1	5	11	5	-5
COc1cccc(C(=O)C2CCCN(Cc3ccon3)C2)c1 (centres undefined)	0	-2	-3	1	1	5	3	-1	-3
C/C(=N\N1CCCCCC1)c1c(O)n(-c2ccc(Cl)cc2)c(=O)[nH]c1=O	2	3	2	-6	6	0	3	-3	-1
CC(=Nc1ccccc1N)c1c(O)n(C)c(=O)[nH]c1=O	6	-5	-5	4	6	2	3	0	0
Cc1cccc(-n2c(O)c(C=NCCN3CCCCC3)c(=O)[nH]c2=O)c1	-3	4	0	13	9	1	3	-1	-3
CN1C(=O)C(=Cc2sc(=O)n(-c3ccccc3)c2N(C)C)C(=O)N(C)C1=O	-14	-10	-33	-7	-25	-5	-26	-11	-20
CCOC(=O)c1ccc(N=Cc2c(O)n(-c3ccc(OC)cc3)c(=S)[nH]c2=O)cc1	-7	-15	-3	-19	-8	5	-7	-2	-20
NCCc1c[nH]c2ccccc12	-9	3	7	9	4	-3	5	-3	9
CSc1nc(N2CCN(C)CC2)c2ccccc2n1	5	1	-7	1	-4	-3	3	0	5
O=C1NC(=O)C2(Cc3ccccc3N3CCCC32)C(=O)N1c1cccc(Cl)c1 (centres undefined)	-1	8	-2	5	8	10	5	3	5
O=c1[nH]c(=O)n(-c2cccc3ccccc23)c(O)c1/C=N/N1CCCCC1	-11	0	-1	1	13	-11	-1	-1	-5
CCOc1ccccc1Oc1coc2cc(OC(=O)N(C)C)ccc2c1=O	6	7	-2	1	20	3	4	0	-14
O=C1NC(=O)C(CCc2ccncc2)(CCc2ccccn2)C(=O)N1c1ccc(Br)cc1 (centres undefined)	2	8	-2	2	2	1	-3	-3	1
Cc1cccc(C(O)(C(=O)NNC(=O)CN2CCN(C)CC2)c2cccc(C)c2)c1	-2	-3	1	9	4	3	3	1	-8
CC(=O)N1N=C(c2c(O)n(C)c(=O)n(C)c2=O)CC1c1ccccc1 (centres undefined)	13	2	2	14	0	3	-1	-1	6
O=C(Cc1ccccc1)N1CCN(Cc2ccccn2)CC1	-1	-1	3	8	-7	3	-1	-3	5
CCOc1ccc(-n2c(-c3cccs3)nc3ccccc3c2=O)cc1	-1	2	0	5	0	2	4	3	9
CSc1ccc(CN2CCN(Cc3ccccc3Cl)CC2)cc1	5	-1	-2	-1	-10	4	-1	1	1
Cc1ccccc1-n1c(-c2ccc([N+](=O)[O-])cc2)nc2ccccc2c1=O	1	-2	-4	-9	0	1	-2	-4	-11
Cc1cc(OCC(=O)OC(C)(C)C)c2c3c(c(=O)oc2c1)CCC3	0	10	2	0	-4	2	3	2	1
CCN(CC)CCCOC(=O)C(OC(C)C)(c1ccccc1)c1ccccc1	5	13	-1	-4	9	4	4	2	-9
COC(=O)C(O)(c1cn(C)c2ccccc12)C(F)(F)F (centres undefined)	-1	-3	2	9	11	1	-1	-2	-13
CCOc1ccc(N2C(=O)NC(=O)/C(=C\c3cc(OC)c(OC)cc3[N+](=O)[O-])C2=O)cc1	-7	-2	-4	-7	9	8	-3	-3	-14

Later entries.
SMILES	GSTO1 inh	PAFAH1B2 FP inh	PAD4 inh	PAFAH1B3 inh	PREPL inhibitor	pPAFAH FP inh	LYPLA2 inh	LYPLA1 counter	PAFAH2 FP inh
CC1(C)C(C(=O)NN2C(=O)c3ccccc3C2=O)C1(C)C	14	9	0	12	1	3	-9	-6	2
CN1CN(c2cccc([N+](=O)[O-])c2)CN=C1N[N+](=O)[O-]	5	0	-1	8	5	1	-2	4	1
O=C(O)c1sc2cc(Cl)ccc2c1Cl	6	x	0	x	7	-3	-1	-1	x
Cc1nc2cc(-c3cccc(F)c3)nn2c(C)c1CCC(=O)N1CCC2(CC1)OCCO2	-1	1	-2	-4	32	5	0	0	-5
O=c1[nH]c(=S)[nH]c(O)c1N=Nc1ccc(SC(F)F)cc1	3	17	-1	1	12	10	1	2	2
CCCCN=C[C@]12CCC(O)CC1(O)CCC1[C@@H]2CC[C@]2(C)[C@H](C3C=CC(=O)O3)CCC12O (some centres undefined)	6	5	5	6	-10	0	11	1	13
COC(=O)c1cc2c(s1)=NC=NP=2(N1CCOCC1)N1CCOCC1	-3	0&4	0	3&-13	13	-1	1	4	0&-4
COc1cc(C2c3cc4c(cc3CC3COC(=O)C32)OCO4)cc(OC)c1OC (centres undefined)	x	2	-2	6	18	6	x	x	-2
O=c1c2ccccc2nc(Cc2ccccc2)n1-c1ccccc1O	13	1	0	0	6	0	3	2	-6
N#Cc1cc2c(nc1SCC(=O)Nc1cc(Cl)ccc1Cl)C1CCN2CC1	-5	1	-1	11	5	7	1	-2	0
O=C(Nc1ccc2ccccc2c1)c1nn(C23CC4CC(CC(C4)C2)C3)cc1Br	-2	-7	-4	3	-3	-5	-10	-8	-19

Structures shown so far with an NH in an aromatic ring:
SMILES	GSTO1 inh	PAFAH1B2 FP inh	PAD4 inh	PAFAH1B3 inh	PREPL inhibitor	pPAFAH FP inh	LYPLA2 inh	LYPLA1 counter	PAFAH2 FP inh
Cc1ccc(-n2c(O)c(C=NCCN3CCNCC3)c(=O)[nH]c2=S)cc1	2	-1	-5	2	4	9	-4	0	-2
Nc1cccc(N=Cc2c(O)n(Cc3ccc(F)cc3)c(=O)[nH]c2=O)c1	-5	5	0	-1	37	2	-8	0	-2
COc1ccc(-n2c(O)c(C(C)=NC3CC3)c(=O)[nH]c2=O)cc1	0	5	-1	-1	13	5	1	-1	-2
COc1ccc(OC)c(-n2c(O)c(C=Nc3c(C)n(C)n(-c4ccccc4)c3=O)c(=O)[nH]c2=S)c1	1	x	-5	x	9	2	-4	-3	x
CC(=O)c1c(C)[nH]c(C(=O)N2CCC3(CC2)OCCO3)c1C	-4	-1	-4	-2	4	-8	-4	-10	-9
O=c1[nH]c(=S)n(-c2ccccc2)c(O)c1/C=N/N1CCOCC1	-2	-7	-16	7	-2	-3	-2	2	-8
C/C(=N\N1CCCCCC1)c1c(O)n(-c2ccc(Cl)cc2)c(=O)[nH]c1=O	2	3	2	-6	6	0	3	-3	-1
CC(=Nc1ccccc1N)c1c(O)n(C)c(=O)[nH]c1=O	6	-5	-5	4	6	2	3	0	0
Cc1cccc(-n2c(O)c(C=NCCN3CCCCC3)c(=O)[nH]c2=O)c1	-3	4	0	13	9	1	3	-1	-3
CCOC(=O)c1ccc(N=Cc2c(O)n(-c3ccc(OC)cc3)c(=S)[nH]c2=O)cc1	-7	-15	-3	-19	-8	5	-7	-2	-20
NCCc1c[nH]c2ccccc12	-9	3	7	9	4	-3	5	-3	9
O=c1[nH]c(=O)n(-c2cccc3ccccc23)c(O)c1/C=N/N1CCCCC1	-11	0	-1	1	13	-11	-1	-1	-5
O=c1[nH]c(=S)[nH]c(O)c1N=Nc1ccc(SC(F)F)cc1	3	17	-1	1	12	10	1	2	2
